Bioassay records deposited in PubChem by National Center for Advancing Translational Sciences (NCATS).
MCF10A rereplic: inducers of DNA re-replication in MCF 10A breast cells; Potency, µM (top dose mostly 46.1 µM), for the others: top-dose activity, positive = re-replication, most hits filed as activators; MCF 10A DNA re-replication, Hoechst nuclear intensity, 48 h; hit rate 2.9% among 350,000; AID 624296; further: potency means the concentration at half of the fitted maximal effect; % of control where 0% means no effect; nearly all actives have a fitted effect of over 50% in size
A549 tox: counter-screen for Nrf2 inhibitors: cytotoxicity in A549 cells | Potency, µM (highest dose often 46 µM), for the others: top-dose activity change, negative = cytotoxicity, most hits filed as inhibitors | A549 ARE-Fluc cells, CellTiter-Fluor viability, 18-24 h | hit rate 0.16% among 390,000; further: potency means the concentration at half of the fitted maximal effect; on the % scale 0 is the no-effect control and ±100 the full control effect
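A549 ARE_Fluc cells in 5% FBS OPTI-MEM were exposed to compounds in concentration-response for 18-24 h at 37 deg C. Viability was read by CellTiter-Fluor fluorescence (Ex 405/Em 525) after 30 min, before the luciferase read.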
Nrf2 block: inhibitors of Nrf2 signaling; A549 ARE-Fluc reporter, luciferase luminescence, 18-24 h; Potency, µM (doses to about 46 µM), inactives show at the top dose activity change, negative = inhibition, hits mostly inhibitors; hit rate 2.1% among 360,000; AID 504444; further: potency means the concentration at half of the fitted maximal effect; on the % scale 0 is the no-effect control and ±100 the full control effect; nearly all actives have a fitted effect of over 60% in size
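Reporter: ARE-Fluc in A549. Exposure: 18-24 h, 37 °C, 5% CO2, 5% FBS OPTI-MEM. Readouts: fluorescent cytotoxicity (CellTiter-Fluor), then luminescent Nrf2 signal after BugLite.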
Nrf2 activator: activators of Nrf2 (ARE) signaling. AREc32 ARE-luciferase reporter (MCF7-derived line), luminescence, 24 h. Potency, µM (top dose mostly 46.1 µM), inactives show at the top dose activation, actives largely listed as activators. hit rate 0.31% among 410,000; further: potency means the concentration at half of the fitted maximal effect; % of control where 0% means no effect; nearly all actives have a fitted effect of over 65% in size
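Reporter line AREc32 (ARE-Fluc), seeded overnight in OPTI-MEM with 5% FBS; compound pin-transferred, 24 hr at 37 deg C, 5% CO2; luminescent read-out.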
ATXN2 expr inh: ATXN2 expression inhibition; Potency, µM (titrated, usually from 57 µM), for inactives: at the top dose activity change, negative = inhibition, most hits filed as inhibitors; hit rate 0.72% among 360,000; HEK-293 ATXN2-luciferase reporter, luminescence, 24 h; further: potency means the concentration at half of the fitted maximal effect; on the % scale 0 is the no-effect control and ±100 the full control effect; nearly all actives have a fitted effect of over 55% in size
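qHTS (up to 57 uM final) was run with 24 h compound exposure of reporter cells at 37 °C. Each well was multiplexed: SteadyGlo luminescence measured ATXN2-luciferase expression after a fluorogenic Gly-Phe-AFC viability readout (25 uM final).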
IL-1B inflam inh: inhibitors of inflammasome signaling (IL-1 beta secretion); hit rate 4.7% among 360,000; AID 743279; activity change, % at 57.5 µM; THP-1 LPS/ATP IL-1B secretion, AlphaLISA, 16 h; hits give low values; in the data active means activity change below about -50%; inconclusive means mostly about -30% to -49%; further: on the % scale 0 is the no-effect control and ±100 the full control effect
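Secreted IL-1B measured by AlphaLISA bead assay after 16 h compound exposure of THP-1 cells; compounds (final up to 57.5 uM) added 1 h before LPS (250 ng/mL) and ATP (1.25 mM) stimulation; lower signal means less secretion.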
TGFb inhibitor: inhibitors of TGF-b signaling. HepG2 CAGA-GFP TGF-b/SMAD3 reporter, GFP fluorescence, 18 h; TGF-beta stimulated, 500 pg/mL final. hit rate 1.2% among 410,000. AID 588855. Potency, µM (series often up to 46.1 µM), without a hit: at the top dose activity, negative = inhibition, hits mostly inhibitors; further: potency means the concentration at half of the fitted maximal effect; on the % scale 0 is the no-effect control and ±100 the full control effect; nearly all actives have a fitted effect of over 65% in size
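Read-out: total well GFP (ex488/em500-530) summed from mean per-cell fluorescence. Cells: HEPG2 CAGA-GFP, 1% FBS DMEM, 18 h at 37 degrees C with 500 pg/mL final TGF-beta. Unstimulated wells served as the full-inhibition control; stimulated DMSO wells = 0%.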
ATXN viability: reduces viability in counter-screen for ATXN expression inhibitors; S2 cells (HEK-293 line with an ATXN2-luciferase reporter) viability, CellTiter-Fluor protease fluorescence, 24 h; Potency, µM (top dose mostly 56.7 µM), usual class: cytotoxic; hit rate 0.49% among 400,000; AID 651635; further: potency means the concentration at half of the fitted maximal effect; nearly all actives have a fitted effect of over 40% in size
HepG2 viability: kills HepG2 cells in TGF-b inhibitor counter-screen; Potency, µM (doses to about 46.1 µM), for inactives: at the top dose activity change, negative = cytotoxicity, hits mostly cytotoxic; HepG2 CAGA-GFP viability, ATP luminescence, 18 h; hit rate 0.76% among 410,000; AID 588856; further: potency means the concentration at half of the fitted maximal effect; some results filed as inactive show a strong effect at the top dose
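HepG2 CAGA-GFP cells (1000/well, DMEM with 1% FBS) received compound, then TGF-beta at 500 pg/mL final, and were incubated 18 hours at 37 degrees C. Viability was read by CellTiter-Glo luminescence. Media-only wells were set as complete cell-killing and DMSO as no toxicity.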
* marks the source's active call; other numbers are inactive results; i = inactive; u = inconclusive; x = not tested or not shown; & = joins results of further samples; [ ] = remark or other dose. Unless noted, the call rests on the fitted dose curve; in most records, active means well fitted curve in the direction sought with a large enough effect; inconclusive means small, poorly fitted or top-dose-only effect, or another doubt; inactive means no such curve, though single readings can be large; an effect the other way counts as inactive or inconclusive.

SMILES | MCF10A rereplic | A549 tox | Nrf2 block | Nrf2 activator | ATXN2 expr inh | IL-1B inflam inh | TGFb inhibitor | ATXN viability | HepG2 viability
COc1ccc(S(=O)(=O)NNC(=O)C2CC(c3cccnc3)=NO2)cc1 (stereo unspecified) | 6% | -2% | 2% | 0.3% | 9% | 9 | 11% | i | 43%
C=CC[C@@H](CC(=O)N[C@H](CO)Cc1ccccc1)C(=O)N[C@@H](COC(=O)[C@@H](CC=C)Cc1ccc(F)cc1)Cc1c[nH]c2ccccc12 | 4% | -7% | 5% | -0.2% | 8% | -6 | -21% | i | -42%
COc1ccc(-c2nc3ccccc3n2Cc2ccccc2)cc1 | 6% | 3%&-2% | -22% | 10%&4.3% | -37%&7% | -1 | u | u | -25%&-6%
CCN(C(=O)CN1c2ccccc2CC1C)c1c(N)n(Cc2ccccc2)c(=O)[nH]c1=O (stereo unspecified) | u | -14% | -11% | -0.2% | 1% | 6 | -2% | i | -17%
O=C(NC(=O)N1CCN(c2cccc(Cl)c2)CC1)c1ccccc1 | u | 0% | -5% | -0.1% | -27% | 0 | 0% | i | -2%
O=C(Nc1cccc(F)c1)NC1CCN(Cc2ccccc2)CC1 | 2% | -3% | 1% | -0.4% | x | -10 | -4% | u | -16%
COc1cccc(CNS(=O)(=O)c2ccc3[nH]c4c(c3c2)CCCCC4)c1 | x | 3% | u | 0.3% | u | x | u | u | 22µM*
O=C(Nc1ccccc1Cl)c1ccc(C(=O)Nc2ccccc2Cl)cc1 | -8% | -3% | 10% | 2.1% | 1% | 1 | u | i | -19%
COc1ccc(/C=C(\C#N)C(=O)Nc2cc(S(=O)(=O)N3CCOCC3)ccc2N2CCCC2)cc1 | 8% | 0% | u | 4.4% | 9% | 17 | -6% | i | -9%
COC(=O)Cc1ccc(NC(=S)NCCCO)cc1 | -60%[0.0737 µM] | 4% | -13% | -0.7% | 11% | 8 | 12% | i | 50%
CCN=C1SCC(=O)N1c1ccc(OC)cc1 | 6% | -11% | u | -0.4% | 8% | -4 | u | i | 1%
Oc1cccc(/C=N/N(Cc2ccccc2)c2ccccc2)c1 | u | 0% | 14% | 0.2% | -9% | -55* | u | i | 13µM*
CC(C)CCNC(=O)NC(=O)CSc1nnc2ccccn12 | u | 7% | -14% | -0.7% | 0% | 18 | -13% | i | -9%
COc1ccc(CNC(=O)c2nn(-c3ccccc3)cc2OC)cc1 | 2% | -1% | u | -0.4% | -14% | u | -18% | i | -22%
O=C1N=C2N(CCN3CCCCC3)c3ccccc3N2/C1=C\c1ccc([N+](=O)[O-])s1 | 18µM* | -2% | -7% | 3.2% | 9% | -19 | 7% | i | 0%
CC1CCN(c2cc(N3CCOCC3)c(F)cc2[N+](=O)[O-])CC1 | 5% | -20% | u | -1.0% | -3% | u | -1% | u | -14%
Cn1c2nc3ccccc3c-2nc2ccccc21 | x | x | x | 19% | x | -3 | 4% | u | 16%
CC1CCCC(C)N1C(=O)COC(=O)C(Cc1ccccc1)NC(=O)c1cccs1 (stereo unspecified) | 4% | 1% | -3% | -0.8% | 0% | 14 | 3% | i | -11%
N#C/C(=C\c1ccc(Cl)c([N+](=O)[O-])c1)c1ccccn1 | u | -6% | 7% | 21% | -37% | -97* | u | i | -45%
COCCn1c(=S)[nH]c2cc(C(=O)N3CC(C)CC(C)C3)ccc2c1=O (stereo unspecified) | 11% | 2% | 19% | -0.8% | -27% | -11 | -7% | i | -15%
CCOc1ccc(CCNC(=O)c2c(C)oc3ncnc(N4CCOCC4)c23)cc1 | x | 0% | 19% | -0.9% | x | x | -20% | x | -9%
CC(OC(=O)CC(NC(=O)c1ccccc1Cl)c1ccccc1)C(=O)Nc1cccc(Cl)c1Cl (stereo unspecified) | 6% | -2% | -6% | 0.2%[9.22 µM] | 3% | -6 | -28% | u | -17%
Cc1cccc(C(=O)N(Cc2ccc(C)o2)C2CCS(=O)(=O)C2)c1 (stereo unspecified) | -39%[inhibitor] | -6% | -13% | 0.0% | -2% | 0 | 9% | i | 4%
COCCn1cnnc1SCC(=O)Nc1cc(C)on1 | -3% | 0% | -2% | -0.5% | 0% | 16 | 12% | i | -13%
CNC(=O)[C@H](C)[C@@H]1C[C@@]1(C)[C@@H](NC(=O)OCc1ccccc1)c1ccccc1 | -1% | -2% | 3% | -1.0% | 1% | -1 | 8% | i | 4%
CCN(CC)S(=O)(=O)c1cccc(NC(=O)CNc2cccc(S(=O)(=O)N3CCOCC3)c2)c1 | 15% | u | 1.3µM* | 2.4% | -32% | -7 | u | i | -23%
COc1ccc(OCCn2c(C)nc3cc(C)c(C)cc32)cc1 | x | 0% | -22% | 7.3% | u | x | u | u | -45%
CCCc1oc(C(=O)O)cc1CN1CCOCC1 | u | -7% | 9% | -0.1% | 3% | 29 | 6% | i | 8%
Cc1ccccc1/C=N/Nc1nc2ccccc2c(=O)n1O | 4% | -8% | u | 2.7% | 73%[activator] | -13 | 7% | i | -13%
N#C/C(=C\c1ccc(Cl)cc1Cl)c1n[nH]c(Cn2cncn2)n1 | -9% | -4% | -9% | 11% | 1% | -5 | 14% | i | 0%
CCCCCCCCN1C(=O)[C@H](CC(=O)NCCCCc2ccccc2)C[C@@]2(C(=O)OC)CCCCC=C12 | x | x | x | 0.3% | 0% | -15 | x | u | x
O=C(NCCc1ccc(Cl)cc1)C(=O)c1c[nH]c2ccccc12 | 20% | 0% | -2% | -0.1% | 2% | 27 | -2% | i | -1%
COc1ccnc(NCc2ccc(Cl)cc2)c1C#N | u | -2% | 6% | 0.0% | 23% | -8 | 2% | i | -10%
Cc1ccc(-c2nc(Cn3c(SCc4ccc(F)cc4)nc4cccnc43)c(C)o2)cc1 | x | -24% | u | 0.6% | x | x | -23% | x | -12%
O=C(OCc1nc(-c2ccccc2Cl)no1)c1ccco1 | 3% | -2% | 11% | 0.0% | -8% | 6 | u | u | 7%
CCC1=Nc2cc(C(=O)NCCN(CC)CC)ccc2Sc2ccccc21 | x | 1% | 2% | -1.0% | -27% | x | -29% | u | -29%
O=C(COc1ccccc1)NCC(=O)Nc1cccc(S(=O)(=O)NC2=NCCC2)c1 | 1% | 1% | -5% | 0.5% | 18% | 117 | 3% | i | 5%
CC(C)(C)C(=O)Nc1ccc(C(=O)N/N=C/c2ccccc2OC(=O)c2ccc(Cl)cc2)cc1 | 12% | -5% | u | 0.3% | u | 3 | u | u | -6%
CC(C)CNC(=O)C1(C)CCCN1C(=O)c1ccc2ccccc2n1 (stereo unspecified) | x | x | x | -0.9% | 14% | 3 | -7% | i | 1%
Cc1cccc(N)c1-c1c(C)cccc1N | 4% | 0% | -7% | -0.4% | -9%[2.22 µM] | 11 | 3% | i | 1%
CCCn1c(=O)c2[nH]cnc2n(-c2ccc(Cl)cc2)c1=O | -2% | 0% | -3% | 0.0% | 0% | 27 | -18% | i | 4%
O=C(COC(=O)/C=C/c1ccc(S(=O)(=O)N2CCOCC2)cc1)NC1CCCCCCC1 | 10% | 10% | -2% | 0.2% | -26% | -9 | -7% | i | -18%
CCOC(=O)C1(CCOC)CCN(CC(C)Cc2ccc3c(c2)OCO3)CC1 (stereo unspecified) | 11% | -1% | -6% | -0.6% | -8% | 21 | 8% | i | -6%
C#CCOC(=O)c1ccccc1C(=O)N(CC)CC | -7% | -11% | x | -0.9% | -3% | -1 | -4% | i | 11%
O=C(O)C(Cc1c[nH]c2ccccc12)NS(=O)(=O)c1ccc(Cl)cc1 (stereo unspecified) | -3% | -1% | 1% | -0.6% | -19% | 22 | -4% | i | -15%
CCc1ccc(-n2nc3cc(C)c(NC(=O)c4ccccc4C)cc3n2)cc1 | x | -1% | 22% | 5.6% | x | x | 26% | x | 6%
CCOc1ccc(S(=O)(=O)N2CCC(C(=O)N3CCN(c4ccccc4F)CC3)CC2)cc1C | u | -9% | 2% | -0.3% | -10% | -28 | u | i | -24%
CCN(C(=O)CSc1nc2ccccc2n1Cc1cc(C)ccc1C)c1ccccc1 | x | 0% | x | -1.4% | -7% | x | u | i | -2%
CCOC(=O)Cn1c(=NC(=O)CC)sc2c(C)cc(C)cc21 | -4% | 1% | 7% | -1.0% | -5% | 45 | -15% | i | -3%
CCCOc1cc(C)c(S(=O)(=O)NC2CC(C)(C)NC(C)(C)C2)cc1C | 19% | -7% | 12% | 4.4% | 2% | u | u | i | 11µM*
(further entries)
SMILES | MCF10A rereplic | A549 tox | Nrf2 block | Nrf2 activator | ATXN2 expr inh | IL-1B inflam inh | TGFb inhibitor | ATXN viability | HepG2 viability
O=C1CC[C@@H](CN(Cc2ccccn2)Cc2nc(Cc3ccccc3)no2)N1 | -10% | 8% | 1% | 2.2% | -7%[11.3 µM] | 12 | 1% | i | 20%
CN1C(=O)N(CC(=O)Nc2sccc2C(N)=O)C(=O)C12CCCCC2 | -2% | 0% | 3% | -0.7% | -5% | 5 | -12% | i | 2%
CC(NC(=O)c1ccccc1Br)c1nnc(SCC(=O)NC2CCCCC2)n1C (stereo unspecified) | -8% | 2% | 1% | 0.3% | 4% | 7 | -4% | u | -15%
CCOC(=O)[C@@H]1[C@H]2COc3cc(OC)ccc3[C@@H]2N2C(=O)N(c3ccc(Cl)cc3)C(=O)[C@]12C | 6% | 0% | -7% | 3.7% | -10% | -9 | -2% | i | -26%
NS(=O)(=O)c1ccc(CCNc2nc(CN3CCCCC3)nc3sc4c(c23)CCC4)cc1 | u | -19% | -9% | 0.2% | -16% | u | -22% | u | -25%
